# esBAF inh – Bmi1 luciferase reporter increase in mESCs, primary screen, esBAF inhibitor project, mouse ES cells, Bmi1 luciferase knock-in, single point; 24 h; 100% = twice the neutral-well signal; reporter increase, % at 12.5 µM; actives 2% (n = 350,000); in the data active = activation above about 40%; inconclusive = no clear call, values can overlap the other calls;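 note: 0% = median of the plate's neutral control wells and 100% = double that signal; a rise in the Bmi1 reporter signal indicates esBAF inhibition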
# E-sel inducer – E-selectin induction in HUVECs, primary screen, imaging, HUVEC, immunofluorescence imaging, single point; normalized: neutral wells 0, TNF-alpha wells 100; activation, % at 7.58 µM; actives 0.37% (n = 260,000); AID 686992, 2013;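 active = mean E-selectin-positive cell signal at least 10% of the positive control, reached in at least 60% of replicates, without over 20% cell loss; inconclusive = no rule given, readout overlaps actives, possibly toxicity-flagged; inactive = the rest, including those meeting only one limit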;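 note: in these data hits start at about 27%; measured in HUVEC primary endothelial cells; signal is the percent of cells scored E-selectin positive by PE staining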
#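 material = human umbilical vein endothelial cells (HUVEC), E-selectin induction | quantity = 3,000 cells/well | medium = EGM-2 growth medium on 0.1% gelatin-coated wells | technique = immunofluorescence imaging | read-out basis = % PE-positive cells | control set = TNF-alpha positive control, DMSO neutral control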
# RAD54 branch – inhibitors of human RAD54 branch migration, primary screen, biochemical, fluorescence, single point; AID 602329, 2012; DNA repair and recombination protein RAD54-like (Homo sapiens), Q92698; actives 0.14% (n = 360,000); RAD54 Holliday junction branch migration, FAM/BHQ fluorescence; inhibition, % at 10.4 µM;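 active = mean normalized replicate activity at least 40 and at least half of replicates scoring 40 or more; inconclusive = only one of the two criteria met; inactive = mean below 40 and under half of replicates reaching 40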;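 note: 0% = median of neutral control wells and 100% = median of positive control wells; inhibitors cause a drop in the FAM fluorescence signal; in these data hits start at about 50%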
# Target sequence (Q92698 whole entry, looked up): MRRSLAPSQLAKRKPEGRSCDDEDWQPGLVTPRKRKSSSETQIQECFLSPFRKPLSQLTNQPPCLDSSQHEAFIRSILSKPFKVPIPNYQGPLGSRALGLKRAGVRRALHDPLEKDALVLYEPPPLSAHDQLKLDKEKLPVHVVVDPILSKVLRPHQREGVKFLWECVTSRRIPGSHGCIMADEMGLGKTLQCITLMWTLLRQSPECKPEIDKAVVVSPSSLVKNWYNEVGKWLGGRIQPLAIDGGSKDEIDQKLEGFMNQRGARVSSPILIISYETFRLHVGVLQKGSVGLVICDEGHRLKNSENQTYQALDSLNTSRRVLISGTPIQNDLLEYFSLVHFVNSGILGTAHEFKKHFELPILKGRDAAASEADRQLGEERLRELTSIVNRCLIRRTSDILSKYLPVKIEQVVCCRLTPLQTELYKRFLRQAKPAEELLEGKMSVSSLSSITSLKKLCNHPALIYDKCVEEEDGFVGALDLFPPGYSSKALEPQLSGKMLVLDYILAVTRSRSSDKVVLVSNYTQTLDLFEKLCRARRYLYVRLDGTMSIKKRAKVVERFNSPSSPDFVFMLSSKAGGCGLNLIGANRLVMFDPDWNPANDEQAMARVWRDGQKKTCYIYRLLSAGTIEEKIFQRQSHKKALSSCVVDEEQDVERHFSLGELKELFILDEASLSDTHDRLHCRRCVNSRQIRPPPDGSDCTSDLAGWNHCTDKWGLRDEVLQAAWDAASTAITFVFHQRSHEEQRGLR
# S100A4 MyoIIA – inhibitors of S100A4-myosin IIA peptide binding, primary screen, biochemical, fluorescence polarization, TAMRA-MyoIIA peptide; Protein S100-A4 (Homo sapiens), P26447; actives 0.14% (n = 360,000); AID 652163, 2013; inhibition, % at 10.7 µM;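 active = mean inhibition of at least 70% across replicates, with every replicate also reaching that level; inconclusive = mean inhibition reaches 70% but some replicates fall short; inactive = mean inhibition below 70%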
# Target sequence (P26447 whole entry, looked up): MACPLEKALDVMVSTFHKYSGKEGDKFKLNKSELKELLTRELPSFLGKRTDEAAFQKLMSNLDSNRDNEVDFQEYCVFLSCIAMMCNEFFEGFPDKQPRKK
#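 Material: human S100A4 monomer with TAMRA-labelled myosin IIA peptide; buffer or medium: HEPES pH 7.2 with CaCl2, KCl, NaCl, DTT, Triton; compound dosing: one concentration per compound; schedule: 5 min incubation before reading; benchmarks: neutral control DMSO, positive control TFP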
# ERp5 block – inhibitors of ERp5-driven insulin aggregation, primary screen, biochemical, turbidity, absorbance 650 nm, single point | Protein disulfide-isomerase A6 (Homo sapiens), Q15084 | 90 min | inhibition, % at 9.99 µM | actives 0.05% (n = 350,000) | AID 651711, 2012;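 active = mean replicate inhibition above about 25%, with every replicate also reaching it, limit read from the data, passing the limit was not always enough; inconclusive = only one of those two criteria met; inactive = neither criterion met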
# ERAP1 inh – human ERAP1 aminopeptidase inhibitors, primary screen, biochemical, single point, plate reader. actives 0.15% (n = 340,000). recombinant ERAP1, Leu-AMC fluorescence, 60 min. inhibition, % at 10.7 µM;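 active = mean replicate inhibition of at least 30%, or all replicates individually reaching that 30% level; inactive = mean below 30% and not every replicate reaching it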;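 note: 0% = neutral control wells and 100% = L-leucinethiol positive control wells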
# Xi reactivation – activators of inactive X chromosome reactivation, primary screen, imaging, XiGFP fibroblasts, GFP high-content imaging, set 2; XiGFP mouse fibroblasts, % GFP-positive cells imaging, 3 d; cells co-treated with 5-aza-dC sensitizer; scaled so ellipticine positive control = 100%; activation, % at 7.58 µM; actives 0.055% (n = 360,000); AID 743238, 2013;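 active = mean normalized replicate activation at least 10% and every replicate at or above 10%; inconclusive = only one of the two criteria met; inactive = mean below 10% and not all replicates reach 10%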;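 note: 0% = median of on-plate neutral control wells and 100% = ellipticine 6 µM median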
#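 Material: XiGFP fibroblasts, SV40-immortalized. Buffer or medium: DMEM plus 5-aza-dC sensitizer. Compound: single concentration per compound, delivered by pin transfer. Times: 3 days compound exposure. Controls: ellipticine 6 µM.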
# RAD52 anneal inh – RAD52 DNA annealing inhibitors, primary screen, biochemical, FRET, single point, set 2; DNA repair protein RAD52 homolog (Homo sapiens), P43351; recombinant RAD52 DNA annealing, FRET fluorescence; inhibition, % at 18.7 µM; actives 0.46% (n = 360,000);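 active = every replicate showing at least 50% inhibition; inconclusive = mean inhibition at least 50% but not in every replicate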
# Starred values were filed as active, the others as inactive; ? = inconclusive; . = not tested or not shown; & = joins results of further samples. Rows are unselected; 2.5% or so of the library scored in one or more.
# Sample of the layout (four entries):
# Values run as follows: esBAF inh	E-sel inducer	RAD54 branch	S100A4 MyoIIA	ERp5 block	ERAP1 inh	Xi reactivation	RAD52 anneal inh
Cc1noc(C)c1S(=O)(=O)Nc1ccc2c(c1)C(=O)N([C@H](C)CO)C[C@H](C)[C@H](CN(C)S(=O)(=O)c1ccccc1)OCCCC[C@@H](C)O2
  -3	1.1	-3	-2	-3	1	0.3	-28
O=C(C1=C[C@@H](c2coc3ccccc3c2=O)C[C@@H](OCCCCO)O1)N1CCOCC1
  -1	0.1	-7&-2	-6&4	9&-1	2&-2	0.3	8&-19
CCN1CCN(c2ccc(S(=O)(=O)N3CCCCC3)cc2NC(=O)Cc2ccccc2F)CC1
  0	0.5	6	-3	-1	-1	0.0	-18
COc1ccc(CN(C(=O)c2cccs2)c2ccccc2)cc1
  2	-3.7	-9	-2	-10	-4	0.2	-7

# This part in full, from the first entry:
# Values run as follows: esBAF inh	E-sel inducer	RAD54 branch	S100A4 MyoIIA	ERp5 block	ERAP1 inh	Xi reactivation	RAD52 anneal inh
Cc1noc(C)c1S(=O)(=O)Nc1ccc2c(c1)C(=O)N([C@H](C)CO)C[C@H](C)[C@H](CN(C)S(=O)(=O)c1ccccc1)OCCCC[C@@H](C)O2
  -3	1.1	-3	-2	-3	1	0.3	-28
O=C(C1=C[C@@H](c2coc3ccccc3c2=O)C[C@@H](OCCCCO)O1)N1CCOCC1
  -1	0.1	-7&-2	-6&4	9&-1	2&-2	0.3	8&-19
CCN1CCN(c2ccc(S(=O)(=O)N3CCCCC3)cc2NC(=O)Cc2ccccc2F)CC1
  0	0.5	6	-3	-1	-1	0.0	-18
COc1ccc(CN(C(=O)c2cccs2)c2ccccc2)cc1
  2	-3.7	-9	-2	-10	-4	0.2	-7
Cc1cc2ncn(C(=O)c3ccc(F)cc3)c2cc1C
  -8	.	-2	-9	5	-1	0.0	-8
COc1cc(-c2cc(NC=O)c3ncc(-c4ccccc4)n3c2)cc(OC)c1OC
  -6	-0.1	-18	-1	-2	-1	-0.2	-47
Cc1noc(C)c1NC(=O)Nc1ccc2c(c1)C(=O)N([C@H](C)CO)C[C@@H](C)[C@H](CN(C)C)OCCCC[C@H](C)O2
  -3	-0.1	-10	-6	-2	-4	-1.1	-6
C[C@@H]1CN([C@@H](C)CO)C(=O)c2cc(C#C[C@@H](C)O)cnc2O[C@@H]1CN(C)Cc1cccc(F)c1
  2	-0.5	-5	4	13	-2	2.1	-4
COc1ccc2c(c1)[nH]c1c(=O)n(N)cnc12
  13	.	4	3	-5	-1	0.0	-9
CO[C@@H]1CN(C)C(=O)c2ccc(NC(=O)CC(F)(F)F)cc2OC[C@@H](C)N(C(C)=O)C[C@@H]1C
  .	0.3	.	-25	-4	-3	0.1	-30
CC(C)(C)OC(=O)N1CCN(C(=O)c2[nH]cnc2C(=O)N[C@@H](Cc2ccccc2)C(=O)OCc2ccccc2)CC1
  -10	.	-7	-1	5	5	0.1	-2
O=C(O)c1ccsc1Cc1cccs1
  .	-0.2	0	-2	0	0	0.2	-1
Cc1occc1C(=O)N/N=C/c1ccc(Br)s1
  30	.	4	2	0	-10	0.2	-9
COc1ccc(-c2nnc(SCC(=O)N(C)C3CCS(=O)(=O)C3)n2CC(C)C)cc1 (configuration not stated)
  -6	-0.3	-6	-11	2	3	0.0	-19
Cn1cnc(S(=O)(=O)N[C@@H]2C=C[C@@H](CC(=O)NCC3CC3)O[C@H]2CO)c1
  0	-0.2	-1	108*	-2	0	0.3	8
COc1ccc2[nH]c(C)c(CCNC(=S)Nc3ccccc3OC)c2c1
  .	-0.1	.	-2	2	-4	-0.1	-18
COCC(=O)Nc1ccc2c(c1)C(=O)N(C)[C@H]1CC[C@H](CC(=O)Nc3ccccc3F)O[C@@H]1CO2
  -3	.	-8	-6	1	-3	.	8
C/C=C/c1ccc2c(c1)O[C@H](CN(C)C)[C@H](C)CN([C@@H](C)CO)S2(=O)=O
  1	0.5	-2	-9	-1	1	-1.2	4
O=C(NCC(F)(F)F)[C@@H]1[C@@H](CO)[C@@H]2Cn3c(ccc(-c4cccnc4)c3=O)[C@@H]2N1Cc1ccncc1
  -5	-0.4	5	11	11	-1	0.6	-12
C[C@@H]1CN([C@H](C)CO)C(=O)c2cc(C3=CCCCC3)cnc2O[C@@H]1CN(C)C(=O)CN1CCOCC1
  1	0.4	0	-1	2	0	0.0	10
Cc1[nH]ncc1N=Cc1ccc([N+](=O)[O-])cc1
  .	.	.	-5	-2	4	0.3	-9
O=C(C[C@@H]1CC[C@@H]2[C@H](COC[C@H](O)CN2CCc2ccccc2)O1)NCc1ccc(Oc2ccccc2)cc1
  1	-0.2	3	4	-6	1	0.2	-14
Cc1noc(C)c1S(=O)(=O)N(C)C[C@@H]1Oc2ccc(NS(=O)(=O)c3ccc(Cl)cc3)cc2CC(=O)N([C@@H](C)CO)C[C@@H]1C
  -6	-0.3	-6	-3	12	1	-0.9	4
CNc1cc([N+](=O)[O-])ccc1OCc1ccccc1
  ?	0.0	-8	-2	2	-2	0.0	-16
O=C(CCC1CCCCC1)NCc1cccnc1
  5	.	-2	7	0	-4	0.1	-16
N/C(Cc1ccc([N+](=O)[O-])cc1)=N\OC(=O)c1ccccc1Br
  10	0.0	-3	.	.	.	-0.1	.
CC(=O)Nc1ccc(C=NNC(=O)CCCC(=O)NN=Cc2ccc(NC(C)=O)cc2)cc1
  3	-0.1	-4	-2	11	-4	0.5	-10
C[C@H](CO)N1C[C@H](C)[C@@H](CN(C)Cc2ccc(C(F)(F)F)cc2)Oc2ccc(NS(=O)(=O)c3cccs3)cc2C1=O
  -7	-8.7	-5	.	-4	.	0.0	1
COc1ccccc1-c1nnc(SCC(=O)NCc2c(C)c(Cl)cc(C(C)C)c2O)o1
  13	.	2	1	11	0	.	-6
CCC(=O)N(C)C[C@@H]1Oc2cc(-c3cccc(F)c3)ccc2S(=O)(=O)N([C@@H](C)CO)C[C@H]1C
  3	-0.2	1	8	-3	2	0.2	3

# Not a retest: entries from further up.
# Values run as follows: esBAF inh	E-sel inducer	RAD54 branch	S100A4 MyoIIA	ERp5 block	ERAP1 inh	Xi reactivation	RAD52 anneal inh
COc1ccccc1-c1nnc(SCC(=O)NCc2c(C)c(Cl)cc(C(C)C)c2O)o1
  13	.	2	1	11	0	.	-6
CCC(=O)N(C)C[C@@H]1Oc2cc(-c3cccc(F)c3)ccc2S(=O)(=O)N([C@@H](C)CO)C[C@H]1C
  3	-0.2	1	8	-3	2	0.2	3

# New compounds follow:
# Values run as follows: esBAF inh	E-sel inducer	RAD54 branch	S100A4 MyoIIA	ERp5 block	ERAP1 inh	Xi reactivation	RAD52 anneal inh
CCN(CC(=O)Nc1ccc(OC)cc1)C(=O)c1ccc2c(=O)n3c(nc2c1)CCC3
  13	-1.0	-3	7	6	2	0.0	4
Cn1cnnc1SCC(=O)Nc1ccc(F)cc1
  -14	.	-13	-4	-4	-1	0.0	2
CCC(C)[C@H](NC(=O)[C@@H]1CSC2c3ccccc3C(=O)N21)C(=O)NC1CCCC1 (some centres not stated)
  4	.	3	2	7	0	0.0	-7
COc1ccc(CCN=C(N)NS(=O)(=O)c2ccc(C)cc2)cc1OC
  .	.	.	0	-1	0	0.3	-14
CCCn1c(CN2CCCCC2C)nc2c1c(=O)n(C)c(=O)n2C (configuration not stated)
  -5	0.7	-4	1	2	14	5.1	7
CCCC#Cc1cnc2c(c1)C(=O)N([C@@H](C)CO)C[C@@H](C)[C@@H](CN(C)S(C)(=O)=O)O2
  6	0.2	2	-5	3	0	0.0	-12
CC1CCN(Cc2nnc(-c3cccc(Br)c3)o2)CC1
  16	0.7	-37	-6	3	0	0.2	-15
CCN(CC(=O)NCc1ccc(Cl)cc1)C(=O)c1ccc(C#N)cc1
  -3	0.4	1	-12	5	-1	0.0	-32
Cc1ccccc1NC(=O)C1C2CCCCC21 (configuration not stated)
  0	.	-6	-4	-3	0	0.0	2
COc1ccc(C2=NOC(C(=O)Nc3cccnc3Cl)C2)cc1 (configuration not stated)
  1	2.4	-6	-4	-1	-2	0.0	1
COC(=O)c1ccc(CSc2nc3ccccc3c(=O)n2Cc2ccco2)o1
  -13	.	-13	-4	4	2	.	-18
CC(C)C[C@@H](CN1CCC[C@H]1CN1C(=O)C(=O)NC[C@@H]1Cc1ccc(O)cc1)N1C[C@H](Cc2ccc(O)cc2)N(CC2CCCCC2)C(=O)C1=O
  .	.	.	-1	5	-2	0.5	-10
COc1ccc2c3c([nH]c2c1)[C@@H](CO)N(C(=O)C1CCC1)CC31CCN(C(=O)NC(C)C)CC1
  .	-0.1	.	17	-7	-1	0.4	-14
COc1cc(NC(=O)c2ccccc2)c(OC)cc1NC(=O)CN1C(=O)NC2(CCCCC2C)C1=O (configuration not stated)
  5	0.2	-5	2	3	3	0.2	-11
C[C@H]1CN([C@@H](C)CO)C(=O)c2cc(C#CC3CCCCC3)cnc2O[C@H]1CN(C)C(=O)c1ccncc1
  -2	-0.3	-3	5	-4	1	0.3	4
Cc1ccsc1C(=O)N[C@@H](C)c1nnc2ccccn12
  -9	.	-6	2	2	1	0.3	1
Cc1cc(C(=O)OCC(=O)Nc2c(Cl)cccc2C(F)(F)F)c(C)o1
  -4	.	2	5	5	-1	0.0	-7
Cc1ccc(C(=O)N2CCN(c3ccc(C(F)(F)F)cn3)CC2)o1
  1	.	4	5	2	-5	0.0	-1
CCCC(=O)Nc1ccc2c(c1)C(=O)N(C)C[C@@H](OC)[C@@H](C)CN(CCC(F)(F)F)[C@H](C)CO2
  0	0.2	-2	8	5	-3	-0.3	-5
COc1ccccc1NC(=O)N[C@@H]1CC[C@@H](CC(=O)NCc2ccc(Cl)c(Cl)c2)O[C@@H]1CO
  11	-0.5	5	10	-2	1	-0.3	1
COc1ccc(C(C)C)cc1S(=O)(=O)N1CCC(C(=O)NCc2cccnc2)CC1
  3	.	-1	0	-3	0	0.0	-5
O=C(NC[C@@H]1CC[C@@H]2[C@@H](CN2Cc2cccc(Cl)c2)O1)C1CC1
  .	.	.	-3	-6	2	.	-8

# Assay outcomes from PubChem.
